KRASV12 cytotoxicity = cytotoxicity in KRAS-transformed pancreatic duct cells, primary screen, cell-based, fluorescence, HTS (AID 431); HPDE-C7K KRASV12 cells, Alamar Blue viability, 48 h; higher % means a stronger effect; cytotoxicity, % at 10 µM; hits with a dose series show EC50 in µM; hit rate 1.7% among 63,000;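 active = compounds whose percent cytotoxicity in the single-dose primary screen, scaled between solvent and toxic-drug controls, exceeds 50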;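 note: 0% = DMSO solvent wells and 100% = doxorubicin-treated wells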
HPDE-C7 viability = HPDE-C7 pancreatic duct cell viability loss – fluorescence, HTS (AID 430); HPDE-C7 pancreatic duct cells viability, fluorescence; higher % means a stronger effect; hit rate 1.8% among 63,000; one-dose cytotoxicity, % at 10 µM; EC50 in µM for titrated hits;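 note: cells exposed to compound for 48 hours before viability readout; 0% = vehicle and 100% = reference cytotoxic drug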
PMK inhibit = inhibitors of Streptococcus pneumoniae phosphomevalonate kinase | inhibition, % at 10 µM | purified PMK, PK/LDH-coupled NADH absorbance 340 nm | AID 539 | hit rate 0.49% among 65,000;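 active = top-ranked compounds by inhibition in the single 10 µM screen, taking a fixed number of the strongest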;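 note: 0% = full reaction with DMSO carrier and 100% = background rate without enzyme reaction; no value below 0 was filed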
LYP inhibition = LYP phosphatase inhibitors, primary screen, biochemical, DiFMUP fluorescence, recombinant catalytic domain, 10 µM (AID 606). recombinant LYP catalytic domain, DiFMUP fluorescence; higher % means a stronger effect. 52,000 tested, under 10 active. one-dose inhibition, % at 10 µM; IC50 in µM for titrated hits;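 active = IC50 under 40 µM in the dose-response test; inactive = IC50 of 40 µM or more, or never dose-tested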
HT1080 viability = cytotoxicity in HT1080 fibrosarcoma cells, cell-based, fluorescence readout (AID 620). hit rate 0.42% among 87,000. HT1080 viability, fluorescence; higher % means a stronger effect. cytotoxicity, % at 10 µM; hits with a dose series show EC50 in µM;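 note: cells exposed to compound overnight then 4 h with Alamar Blue; 0% = vehicle DMSO and 100% = killing control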
Spn MK inh = inhibitors of Streptococcus pneumoniae mevalonate kinase | hit rate 0.48% among 65,000 | inhibition, % at 10 µM | purified MK, PK/LDH-coupled NADH absorbance 340 nm;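 active = ranked among the strongest by inhibition in the single 10 µM screen, a fixed top-ranked set picked for dose follow-up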; note: no value below 0 was filed
Bfl-1 displacement = Bfl-1 inhibitors, primary screen, biochemical, fluorescence polarization, FITC-Bid, mouse (AID 432). FITC-Bid BH3 peptide fluorescence polarization displacement; higher % means a stronger effect. displacement, % at 20 µM; hits with a dose series show IC50 in µM. hit rate 0.02% among 64,000; in the data active = a potency from the dose series; inactive = the rest, 99 in 100 with displacement below about 15%; note: strong numbers were not always called active
Alkaline phosphatase = inhibition of tissue-nonspecific alkaline phosphatase – biochemical, luminescent (AID 518); purified TNAP enzyme, luminescent substrate readout; higher % means a stronger effect; inhibition, % at 20 µM, or IC50 in µM where a hit was titrated; hit rate 0.09% among 64,000; in the data active = a potency from the dose series; inactive = the rest, 99 in 100 with inhibition below about 22%;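 note: plate controls were vehicle for no effect and reference inhibitor for full effect; many of its hits are not listed in these tables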
DPM-DC inhibit = inhibitors of Streptococcus pneumoniae diphosphomevalonate decarboxylase | purified DPM-DC, PK/LDH coupled NADH fluorescence | calls only at 10 µM | hit rate 0.49% among 65,000 | AID 556;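 active = the 320 compounds with the highest percent inhibition in the single-dose primary screen, excluding strongly autofluorescent ones, cut at about 32% in these data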;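 note: kinetic rate of NADH fluorescence loss reporting ADP formed by the decarboxylase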
PMK inhibit pilot replicates = further read-out of PMK inhibit, marked with its call; inhibition, %; measured here: pilot screen replicates
Spn MK inh pilot replicates = also measured in Spn MK inh; calls as there; inhibition, %; measured here: pilot screen replicates
DPM-DC inhibit pilot screen % = further read-out of DPM-DC inhibit, marked with its call; inhibition, %; measured here: pilot screen trials
* = called active by the depositor; i = inactive; . = not tested or not shown; + = active, no number. Cut-off read from the data, not from the text of the source, unless noted: active = cytotoxicity above about 50%; inactive = the rest.

SMILES | KRASV12 cytotoxicity | HPDE-C7 viability | PMK inhibit | LYP inhibition | HT1080 viability | Spn MK inh | Bfl-1 displacement | Alkaline phosphatase | DPM-DC inhibit | others
O=C(NCc1ccc2c(c1)OCO2)C1CCC(CNc2c(N3CCCCC3)c(=O)c2=O)CC1 (stereo not drawn) | 0% | 3% | 8 | 13% | 6% | 10 | 0% | 16% | i | PMK inhibit pilot replicates=0.0;Spn MK inh pilot replicates=2.5;DPM-DC inhibit pilot screen %=2.0
O=C(CSc1nnnn1-c1ccccc1Cl)Nc1ccc2c(c1)OCCO2 | -3% | -3% | 3 | 6% | 3% | 1 | -3% | 20% | i | PMK inhibit pilot replicates=0.5;Spn MK inh pilot replicates=0.5;DPM-DC inhibit pilot screen %=0.5
O=C1C(C=NCc2cccnc2)=C(O)c2ccccc21 | -4% | 3% | 10 | 13% | 3% | 3 | -6% | 3% | i
c1ccc(C2=Nn3c(nnc3-c3cccnc3)SC2)cc1 | -1% | 2% | 13 | 18% | -1% | 10 | 1% | 7% | i
COc1ccc(OC)c(N=C(C)C2=C(O)COC2=O)c1 | 20% | 17% | 7 | 8% | -4% | 0 | 8% | 11% | i
CN(C)C(CNC(=O)CN1C(=O)NC2(CCc3ccccc32)C1=O)c1ccco1 (stereo not drawn) | -6% | 6% | 18 | 9% | -1% | 3 | -2% | 10% | i
O=C(Cc1ccccn1)Nc1ccccc1 | -2% | -19% | 11 | -3% | 1% | 0 | -9% | 12% | i
CC(C)C12CN3CC(C(C)C)(CN(C1)C3c1ccccc1O)C2=O (stereo not drawn) | 4% | 0% | 7 | -4% | -7% | 0 | 1% | 5% | i
CC(C)Cc1cc(C(=O)NCCCN2CCOCC2)no1 | 1% | 1% | 4 | -4% | . | 40 | 0% | 10% | i
O=c1c2c([nH]c3ccc(Br)cc13)CCCC2 | -14% | 1% | 7 | 1% | -4% | 4 | 4% | 1% | i
CN(C(=O)c1ccno1)c1nnc(-c2ccccn2)s1 | 4% | 4% | 15 | -6% | 8% | 5 | 1% | 3% | .
O=C(c1cncc(Br)c1)N1CCN(c2ccc(N3CCOCC3)nn2)CC1 | -22% | -23% | 11 | 0% | -1% | 10 | 4% | 0% | .
COc1ccc(C(=O)CSc2nc3nc(C)cc(C)n3n2)cc1OC | -1% | -1% | 0 | 0% | 8% | 1 | 7% | 7% | i
Cc1onc(-c2ccccc2)c1C(=O)Nc1cccc(OC(C)C)c1 | . | . | 1 | -1% | 33% | 6 | . | . | i
COc1ccc(NC(=O)N2CCCC2)cc1OC | -15% | -17% | 0 | 7% | 3% | 7 | -1% | 8% | i
Cc1cc(NC(=O)CSc2nnc(-c3ccc4c(c3)OCCO4)o2)no1 | -6% | 2% | 6 | 11% | 6% | 0 | 0% | 1% | i
COCCCNc1nc2c(c(=O)[nH]c(=O)n2C)n1CC(O)COc1ccccc1 (stereo not drawn) | 21% | 7% | 28 | 9% | 3% | 0 | 2% | 7% | i
Cc1nnc(SC(=O)N2c3ccccc3Sc3ccccc32)s1 | 0% | -38% | 0 | . | 1% | 26 | 12% | 7% | i | PMK inhibit pilot replicates=3.0;Spn MK inh pilot replicates=0.5;DPM-DC inhibit pilot screen %=0.0
Cc1cc(C)c2c(=O)n(CC(=O)NCCCN3CCN(c4ccccc4F)CC3)sc2n1 | 82%* | 88%* | 8 | 1% | -4% | 27 | -5% | 16% | + | PMK inhibit pilot replicates=1.5;Spn MK inh pilot replicates=14;DPM-DC inhibit pilot screen %=14*
O=C(O)CCc1ccc(-c2ccccc2)n1-c1cccc(O)c1 | . | . | 1 | 9% | 2% | 12 | . | . | i
COCCNC(=O)CN(C(=O)CCC(=O)Nc1cc(C)on1)c1ccc(C)cc1C | -13% | -18% | 10 | -10% | -6% | 0 | -4% | 6% | i
CC(=O)Cc1nsc(NC(=O)c2cc(-c3ccccc3Cl)oc2C)n1 | -18% | -18% | 11 | 7% | -10% | 11 | -1% | -6% | i
CCOC(=O)N1CCN(C(=O)c2ccc3c(=O)n(CCC4=CCCCC4)c(=S)[nH]c3c2)CC1 | 5% | 1% | 14 | 11% | 0% | 8 | -1% | 12% | i
O=C(CSc1ccccc1)Nc1ccncc1 | -2% | -3% | 4 | 9% | -7% | 0 | -6% | 11% | i
Cc1nc2c(s1)sc1ccccc12 | -4% | -17% | 11 | -6% | 29% | 7 | -5% | 11% | i
CC1(C)Cc2c(c(-c3ccccc3)[nH]c(=O)c2C#N)CS1 | -21% | -5% | 10 | -2% | 3% | 16 | 14% | 8% | i
O=C(C1CCCN(S(=O)(=O)c2cccc3cccnc23)C1)N1CCN(c2ccc(F)cc2)CC1 (stereo not drawn) | -2% | 4% | 0 | 6% | -2% | 3 | -2% | 15% | i
c1ccc(-c2nc3nonc3nc2-c2ccccc2)cc1 | . | . | 9 | . | -12% | 6 | 3% | 19% | i
COc1ccc(Cl)cc1N1CC(C(=O)Nc2nccs2)CC1=O (stereo not drawn) | -5% | 2% | 5 | -8% | 1% | 13 | -10% | 2% | i
O=C(Nc1ccc(C(=O)N2CCOCC2)cc1)c1cccs1 | -1% | 7% | 14 | 10% | 2% | 6 | 1% | 18% | i
CCCc1nnc(SCc2ccc(OC)cc2)n1N | -4% | -2% | 0 | 14% | 0% | 3 | -8% | 11% | i
Cc1c(NC(=O)C(C)Oc2ncnc3ccccc23)c(=O)n(-c2ccccc2)n1C (stereo not drawn) | -5% | -7% | 8 | -2% | -3% | 2 | -2% | 20% | i | PMK inhibit pilot replicates=2.5;Spn MK inh pilot replicates=0.0;DPM-DC inhibit pilot screen %=0.5
C=CCn1c(COc2ccc(Cl)cc2)nnc1SCC(=O)N1CC(=O)Nc2ccccc21 | 13% | -4% | 18 | -10% | 4% | 6 | -3% | 15% | i | PMK inhibit pilot replicates=0.0;Spn MK inh pilot replicates=0.0;DPM-DC inhibit pilot screen %=0.0
Cc1ccc(-c2nnn(CC(=O)N(c3ccccc3)C(C(=O)NC3CCCC3)c3ccco3)n2)o1 (stereo not drawn) | -8% | -1% | 8 | 6% | -7% | 10 | -4% | 5% | i
Cc1ccc2nc(SC(C)C(=O)N3CCCC3)[nH]c2c1 (stereo not drawn) | 0% | -20% | 20 | 4% | -4% | 5 | -3% | 8% | i | PMK inhibit pilot replicates=0.0;Spn MK inh pilot replicates=8.0;DPM-DC inhibit pilot screen %=3.5
c1ccc2c(CCNc3ncnc4nc[nH]c34)c[nH]c2c1 | 12% | 25% | 3 | 9% | . | 5 | 2% | -37% | i
CC(=O)N1CCc2cc(S(=O)(=O)NCCC(=O)NCCc3ccccc3)ccc21 | 4% | 10% | 11 | . | -3% | 6 | -5% | 13% | i
Cc1cccc(NC(=O)c2cc(NC(=O)C3CCCCC3C(=O)O)ccc2N2CCCCC2)c1 (stereo not drawn) | 34% | 31% | 0 | 5% | 1% | 7 | 2% | 7% | i
CNC(=O)c1ccsc1NC(=O)c1ccc(Cl)s1 | 6% | 7% | 0 | 0% | 6% | 6 | -6% | 0% | i
O=C(C1CCN(S(=O)(=O)c2ccc(F)cc2)CC1)N1CCOCC1 | -3% | -6% | 6 | 20% | 5% | 3 | -5% | 8% | i
C/C(NCCCn1ccnc1)=C(\C#N)C(N)=O | . | . | 7 | 12% | 0% | 6 | 0% | 8% | i
CC(C)COCC1CC2(CC(C)C(=O)CC2=O)C(=O)O1 (stereo not drawn) | 8% | -11% | 15 | -8% | 6% | 0 | -5% | 14% | i
Cc1cc(C)cc(CC2CC(=O)N(c3nc(C)cc(C)n3)C2=O)c1 (stereo not drawn) | 5% | -1% | 25* | -1% | . | 6 | 5% | 10% | i
CC(C)Cc1nc2n[nH]c(N)c2c2c1CCC2 | -13% | -12% | 6 | 3% | 1% | 9 | 2% | 7% | i
O=C(O)CN(c1ccc2c(c1)OCCO2)S(=O)(=O)c1ccccc1 | -8% | -10% | 2 | 3% | 0% | 8 | 4% | 3% | i
COc1ccc(-c2c(C(F)(F)F)oc3c(CN4CCN(C)CC4)c(O)ccc3c2=O)cc1 | -5% | -10% | 12 | 10% | -3% | 2 | -3% | 8% | i | PMK inhibit pilot replicates=0.5;Spn MK inh pilot replicates=2.0;DPM-DC inhibit pilot screen %=9.0
N#CC1=C2SCN(Cc3ccccc3)CN2C(=O)CC1c1ccc2c(c1)OCO2 (stereo not drawn) | . | . | 6 | 21% | 3% | 5 | . | . | i
N#Cc1c(NC(=O)c2ccncc2)sc2c1CCC2 | 1% | 2% | 0 | 6% | 2% | 0 | 12% | 15% | i

11 compounds out of the list, arranged by formula weight, highest first:
SMILES | KRASV12 cytotoxicity | HPDE-C7 viability | PMK inhibit | LYP inhibition | HT1080 viability | Spn MK inh | Bfl-1 displacement | Alkaline phosphatase | DPM-DC inhibit | others
Cc1cccc(NC(=O)c2cc(NC(=O)C3CCCCC3C(=O)O)ccc2N2CCCCC2)c1 (stereo not drawn) | 34% | 31% | 0 | 5% | 1% | 7 | 2% | 7% | i
COc1ccc(-c2c(C(F)(F)F)oc3c(CN4CCN(C)CC4)c(O)ccc3c2=O)cc1 | -5% | -10% | 12 | 10% | -3% | 2 | -3% | 8% | i | PMK inhibit pilot replicates=0.5;Spn MK inh pilot replicates=2.0;DPM-DC inhibit pilot screen %=9.0
CC(=O)N1CCc2cc(S(=O)(=O)NCCC(=O)NCCc3ccccc3)ccc21 | 4% | 10% | 11 | . | -3% | 6 | -5% | 13% | i
N#CC1=C2SCN(Cc3ccccc3)CN2C(=O)CC1c1ccc2c(c1)OCO2 (stereo not drawn) | . | . | 6 | 21% | 3% | 5 | . | . | i
O=C(O)CN(c1ccc2c(c1)OCCO2)S(=O)(=O)c1ccccc1 | -8% | -10% | 2 | 3% | 0% | 8 | 4% | 3% | i
CNC(=O)c1ccsc1NC(=O)c1ccc(Cl)s1 | 6% | 7% | 0 | 0% | 6% | 6 | -6% | 0% | i
Cc1ccc2nc(SC(C)C(=O)N3CCCC3)[nH]c2c1 (stereo not drawn) | 0% | -20% | 20 | 4% | -4% | 5 | -3% | 8% | i | PMK inhibit pilot replicates=0.0;Spn MK inh pilot replicates=8.0;DPM-DC inhibit pilot screen %=3.5
CC(C)COCC1CC2(CC(C)C(=O)CC2=O)C(=O)O1 (stereo not drawn) | 8% | -11% | 15 | -8% | 6% | 0 | -5% | 14% | i
c1ccc2c(CCNc3ncnc4nc[nH]c34)c[nH]c2c1 | 12% | 25% | 3 | 9% | . | 5 | 2% | -37% | i
C/C(NCCCn1ccnc1)=C(\C#N)C(N)=O | . | . | 7 | 12% | 0% | 6 | 0% | 8% | i
CC(C)Cc1nc2n[nH]c(N)c2c2c1CCC2 | -13% | -12% | 6 | 3% | 1% | 9 | 2% | 7% | i

Compound activity: PubChem BioAssay, several laboratories
